PLC-gamma1 inh = PLC-gamma1 enzyme inhibitors, primary screen, biochemical, fluorescence, purified enzyme; fluorogenic substrate; inhibition, % at 12.2 µM; 0.84% of 370,000 active; AID 720700, 2013; in the data active = inhibition above about 9.5%
ASAP1 inh = inhibitors of human ASAP1 ArfGAP activity, primary screen, biochemical, fluorescence polarization | Arf-GAP with SH3 domain, ANK repeat and PH domain-containing protein 1 (Homo sapiens), … | ASAP1-stimulated ARF1 GTP hydrolysis, GDP FP detection | inhibition, % at 16.5 µM | 0.19% of 360,000 active | AID 624377, 2012; in the data active = inhibition above about 25%;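 also: 0% = vehicle with enzyme and substrate and 100% = no enzyme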
Target sequence (Q9ULH1 325-724 limits assumed): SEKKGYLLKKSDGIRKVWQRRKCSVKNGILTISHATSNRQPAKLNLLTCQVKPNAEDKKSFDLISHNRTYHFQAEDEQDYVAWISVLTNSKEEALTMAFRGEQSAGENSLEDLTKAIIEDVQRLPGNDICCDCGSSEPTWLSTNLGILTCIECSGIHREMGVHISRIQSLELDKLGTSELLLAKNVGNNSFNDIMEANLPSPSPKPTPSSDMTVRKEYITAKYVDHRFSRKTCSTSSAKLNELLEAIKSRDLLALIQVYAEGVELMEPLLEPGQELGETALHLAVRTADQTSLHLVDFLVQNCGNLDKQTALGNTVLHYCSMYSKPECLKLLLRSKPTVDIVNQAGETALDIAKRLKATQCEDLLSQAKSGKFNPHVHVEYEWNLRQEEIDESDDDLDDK
DDE Tn7 FP inh = inhibitors of Tn7 peptide binding to fibrin DD(E), primary screen, biochemical, fluorescence polarization, human fibrin, Tn7 probe | FP displacement of FITC-Tn7 peptide from fibrin DD(E); 0% = median of compound wells per plate | 0.13% of 370,000 active | inhibition, % at 8.3 µM | AID 720508, 2013 | Fibrinogen beta chain (Homo sapiens), P02675;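 active = inhibition above the mean of compounds falling within the control limits plus 3 SD of them, cut at about 14% in these data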;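 also: 0% = plate median of compound wells and 100% = 10 µM Aha-Tn7 peptide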
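assay system = human clot-derived fibrin DD(E) complex | quantity = Fibrin-DD(E) at 2 µM final | timing = 10 min preincubation, 3 h with tracer, room temperature | signal = fluorescence polarization | measure = percent inhibition | benchmarks = high control wells with 10 µM unlabelled Aha-Tn7 peptide (full inhibition) | replicates = singlicate testing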
TDP2 absorb = human TDP2 enzyme inhibitors, primary screen, biochemical, epi absorbance, recombinant enzyme; Tyrosyl-DNA phosphodiesterase 2 (Homo sapiens), O95551; T5PNP hydrolysis, p-nitrophenol absorbance 415 nm; inhibition, % at 12.8 µM; 0.34% of 370,000 active; AID 720702, 2013;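 active = inhibition above the mean of all tested compounds plus 3 SD, set per campaign, cut at about 25% in these data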;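 also: 0% = DMSO with enzyme and 100% = buffer with substrate but no TDP2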
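Test system: Human TDP2 enzyme | Reagent: 5 mM T5PNP | Compound dosing: 12.8 µM single point, 1% DMSO | Incubation: Enzyme reaction with compound for 2 h at 37 °C | Technique: p-Nitrophenol epi absorbance | Read-out: % inhibition relative to enzyme-containing and enzyme-free wells | Benchmarks: High control without enzyme, low control DMSO plus TDP2 | Replicates: Singlicate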
ADAM10 inh = human ADAM10 inhibitors, primary screen, biochemical, QFRET, HTS | Disintegrin and metalloproteinase domain-containing protein 10 (Homo sapiens), O14672 | recombinant ADAM10, EDANS/DABCYL FRET peptide cleavage, 3 h | inhibition, % at 7 µM | 0.62% of 370,000 active | AID 720582, 2013;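 active = inhibition above a per-campaign cutoff equal to the mean of compounds falling between control-based bounds plus 3 SD, cut at about 20% in these data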;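 also: 0% = DMSO wells while the 100% control is not disclosed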
Target sequence (O14672 214-748 limits assumed): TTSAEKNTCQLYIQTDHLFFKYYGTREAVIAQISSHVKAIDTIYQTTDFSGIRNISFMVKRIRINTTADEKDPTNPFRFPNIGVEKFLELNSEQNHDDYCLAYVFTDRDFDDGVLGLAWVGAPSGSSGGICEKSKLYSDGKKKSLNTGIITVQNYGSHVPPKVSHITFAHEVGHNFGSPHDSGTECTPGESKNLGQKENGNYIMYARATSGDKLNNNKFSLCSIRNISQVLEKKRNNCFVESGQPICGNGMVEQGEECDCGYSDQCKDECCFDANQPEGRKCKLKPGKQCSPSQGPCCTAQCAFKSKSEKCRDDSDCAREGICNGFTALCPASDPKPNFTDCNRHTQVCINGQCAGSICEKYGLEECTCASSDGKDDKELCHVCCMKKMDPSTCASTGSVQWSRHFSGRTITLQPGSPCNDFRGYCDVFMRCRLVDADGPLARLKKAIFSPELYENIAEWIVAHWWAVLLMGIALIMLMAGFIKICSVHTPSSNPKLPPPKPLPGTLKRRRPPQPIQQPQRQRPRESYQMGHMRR
KLK7 zymogen act = proKLK7 zymogen activators, primary screen, biochemical, fluorescence intensity. purified proKLK7, EDANS-DABCYL substrate fluorescence; 100% is mature enzyme control, 0% vehicle. Kallikrein-7 (Homo sapiens), P49862. activation, % at 7 µM. 0.9% of 370,000 active;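 active = activation above the mean of all tested compounds plus 3 SD, computed per campaign excluding outliers beyond control limits, cut at about 13% in these data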
DDE Tn6 FP inh = inhibitors of Tn6 peptide binding to fibrin DD(E), primary screen, biochemical, fluorescence polarization, human fibrin, Tn6 probe. Fibrinogen beta chain (Homo sapiens), P02675. Fibrin DD(E) TRITC-Tn6 fluorescence polarization displacement. inhibition, % at 8.3 µM. 0.21% of 370,000 active. AID 720509, 2013;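 active = inhibition above a per-campaign cutoff: mean of compounds within control limits plus 3 SD, cut at about 15% in these data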;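 also: 0% = median of all compound wells on the plate and 100% = blocking peptide control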
ARFGAP1 inhibitor = inhibitors of rat ARFGAP1 GAP activity, primary screen, biochemical, fluorescence polarization, GDP tracer | ADP-ribosylation factor GTPase-activating protein 1 (Rattus norvegicus), Q62848 | Arfgap1-stimulated ARF1 GTP hydrolysis, GDP FP detection | inhibition, % at 16.5 µM | 0.26% of 360,000 active | AID 651572, 2012;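 active = inhibition above a per-plate limit, mean inhibition of low control wells plus 3 SD, cut at about 25% in these data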;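 also: 0% = DMSO wells with enzyme and 100% = wells lacking Arfgap1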
Target sequence (Q62848 1-136 limits assumed): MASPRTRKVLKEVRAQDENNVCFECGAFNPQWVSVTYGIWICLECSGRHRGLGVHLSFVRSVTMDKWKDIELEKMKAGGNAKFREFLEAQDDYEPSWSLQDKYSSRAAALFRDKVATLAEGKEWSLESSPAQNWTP
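system = rat Arfgap1 catalytic domain, aa 1-136 | technique = FP, GDP Alexa 633 tracer displaced from anti-GDP antibody, 620/688 nm | compound = one concentration, 16.5 µM, DMSO 1.26% | medium = HEPES-based buffer, pH 7.5 | timing = compound-enzyme preincubation 20 min, reaction 120 min, detection 60 min, 25 °C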
LEDGF integ inh = blockers of LEDGF/p75-dependent integrase strand transfer – biochemical, TR-FRET, high throughput, primary screen | HIV-1 integrase (with human LEDGF/p75) | TR-FRET IN-LEDGF/p75 DNA integration, Eu/Cy5 | inhibition, % at 3.7 µM | 0.64% of 370,000 active | AID 743269, 2014;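 active = inhibition above the screen-wide mean plus 3 SD, cut at about 13% in these data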;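 also: signal is the Cy5 over europium emission ratio at 671 and 618 nm; 0% = plate median of compound wells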
ADAM17 inh = ADAM17 inhibitors, primary screen, biochemical, QFRET; Disintegrin and metalloproteinase domain-containing protein 17 (Homo sapiens), P78536; recombinant ADAM17, EDANS/DABCYL FRET peptide cleavage; inhibition, % at 6.95 µM; 0.83% of 370,000 active;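 active = inhibition above the mean of compounds lying between control limits plus 3 SD, set per campaign, cut at about 8.5% in these data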;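 also: 0% = DMSO-only wells as the low control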
* marks the source's active call; other numbers are inactive results; nt = not tested or not shown.

LEDGF integ inh	ASAP1 inh	KLK7 zymogen act	TDP2 absorb	ADAM17 inh	PLC-gamma1 inh	ARFGAP1 inhibitor	ADAM10 inh	DDE Tn6 FP inh	DDE Tn7 FP inh	Compound
-4	9	-0.9	1	-2	0	-2	-11	-1	1	Cc1ccc(S(=O)(=O)N(C)CCCC(=O)Nc2ccncc2)cc1
3	-6	0.0	-15	3	5	4	5	1	0	O=C(CN1C(=O)c2ccccc2C1=O)Nc1cccc([N+](=O)[O-])c1
-1	1	0.3	-4	4	-2	-3	-9	1	-3	O=C(CSc1n[nH]c(-c2ccco2)n1)Nc1ccc(F)cc1
-3	2	-0.6	1	-1	3	-9	10	2	-5	CCN(CC)CCOC(=O)c1cccc(OC)c1
1	2	-0.7	-9	-1	-7	9	3	0	0	CCN(CC)CC(=O)c1c[nH]c2ccc(OC)cc12
0	-3	-0.3	5	-3	-6	-15	4	-5	3	COc1ccccc1OCC(=O)OCC(=O)NCCN1C(=O)CSC1=O
1	5	-0.4	8	-1	0	9	-4	1	3	C=CC[C@H](CC(=O)N(CCO)Cc1ccccc1)C(=O)N[C@@H](C)COC(=O)[C@@H](CC=C)Cc1ccc(F)cc1
-1	7	0.1	-1	-4	1	0	1	-5	4	Cc1ccc(C2=N/C(=C/c3cccs3)C(=O)N2Nc2ccccc2)cc1
2	5	-0.3	12	1	1	-13	11	10	7	O=C(NCc1ccc2c(c1)OCO2)c1ccc2c(c1)C(=O)N(CC1CCCO1)C2=O (stereo not drawn)
2	18	0.2	4	2	2	-5	9	-1	0	Cc1ccc(S(=O)(=O)Nc2cc(C(C)C)c(O)cc2C)cc1
-1	-18	0.6	0	-2	1	3	-1	-7	0	Cc1ccc(/C=C(\C#N)C(=O)N2CCCC2)c(C)c1
-6	-3	0.3	2	-1	2	-4	-3	10	6	O=C(NC1CCCC1)C(c1cccs1)N(C(=O)c1ccco1)c1ccc2c(c1)OCCO2 (stereo not drawn)
-1	0	0.1	8	-1	0	4	-1	-2	1	CCCC(NS(=O)(=O)c1ccc(OC)cc1)C(=O)O (stereo not drawn)
-2	-13	-0.6	-10	3	2	1	3	10	1	CN(C)S(=O)(=O)c1cccc(NC(=O)c2cccc(S(=O)(=O)N3CCCCCC3)c2)c1
-1	11	-0.2	-10	0	3	9	7	-2	-4	CC1CCCN(C(=S)SCC(=O)c2cc(Br)cc(Br)c2O)C1 (stereo not drawn)
4	7	0.3	-1	0	5	2	5	-4	-4	N#C/C(=C\Nc1ccc(Cl)cc1)S(=O)(=O)c1ccccn1
0	4	0.2	-5	0	5	0	3	3	0	CCN(CCC(=O)Nc1ccc(Br)c(C)c1)Cc1ccccc1
2	9	-0.2	5	-4	-2	9	-5	-8	-4	O=C(O)c1ccccc1Cc1ccc2c(c1)CCCC2
-2	5	0.1	-14	0	-1	15	-8	-4	-7	CCOC(=O)c1cc(-c2ccccc2)n(CCC(=O)NC(C)CC)c1C (stereo not drawn)
0	-6	-0.4	0	0	-2	-3	9	-1	7	CCC(=O)Nc1c2c(nn1-c1ccc(OC)cc1)CSC2
2	3	1.8	12	-3	-7	-1	-7	5	-5	Cc1cc(C(=O)COc2ccccc2C#N)c(C)n1C1CC1
0	-3	0.0	-2	0	2	7	1	4	-3	O=C(CSc1ncnc2ccccc12)NCc1ccco1
-1	0	0.5	11	-2	-1	3	-2	0	0	Cc1cccc(C(=O)NCCC(=O)Nc2nc(C)c(Cc3ccc4c(c3)OCO4)s2)c1
-1	7	0.1	2	-3	2	10	7	-2	-5	COc1ccc(C)cc1-n1nnnc1SCC1CCCO1 (stereo not drawn)
-1	-5	0.4	-2	-1	1	9	1	3	0	Cc1ccc([C@@H]2CC(=O)[C@@H]3CN(S(=O)(=O)c4ccc(C)cc4)[C@H](c4ccccc4F)C[C@@H]3N2S(=O)(=O)c2ccc(Cl)cc2)cc1
-1	-8	0.3	10	-5	-2	15	-11	7	5	COc1ccc(CCC(=O)OCC(=O)NCc2ccccc2)cc1
-4	-4	-0.3	3	-2	-2	-8	11	2	7	OCCNc1nc2ccccc2n1-c1ccccc1
-3	-10	0.1	14	-4	0	8	0	-7	10	CC(=O)C1=C(C)N2CCN=C2S1
2	13	0.5	12	-1	1	-5	5	0	5	COc1cc2c(cc1OC)C(C(=O)Nc1ccc3c(c1)OCCO3)C(c1cccnc1)N(C)C2=O (stereo not drawn)
-3	6	0.6	4	-3	1	-1	7	-6	8	COc1c(O)cc2oc(-c3ccc(O)cc3)cc(=O)c2c1O

One compound at a time, from the list above.
O=C(NC1CCCC1)C(c1cccs1)N(C(=O)c1ccco1)c1ccc2c(c1)OCCO2 (stereo not drawn) reads LEDGF integ inh: -6; ASAP1 inh: -3; KLK7 zymogen act: 0.3; TDP2 absorb: 2; ADAM17 inh: -1; PLC-gamma1 inh: 2; ARFGAP1 inhibitor: -4; ADAM10 inh: -3; DDE Tn6 FP inh: 10; DDE Tn7 FP inh: 6
O=C(O)c1ccccc1Cc1ccc2c(c1)CCCC2 reads LEDGF integ inh: 2; ASAP1 inh: 9; KLK7 zymogen act: -0.2; TDP2 absorb: 5; ADAM17 inh: -4; PLC-gamma1 inh: -2; ARFGAP1 inhibitor: 9; ADAM10 inh: -5; DDE Tn6 FP inh: -8; DDE Tn7 FP inh: -4

The list goes on.
LEDGF integ inh	ASAP1 inh	KLK7 zymogen act	TDP2 absorb	ADAM17 inh	PLC-gamma1 inh	ARFGAP1 inhibitor	ADAM10 inh	DDE Tn6 FP inh	DDE Tn7 FP inh	Compound
1	-8	0.1	-6	-1	3	-7	2	-5	5	Cc1cccc(NC2=NC(=S)N(CC#N)C23CCCCC3)c1
-3	3	-0.1	21	-2	1	3	-1	6	3	COc1ccc(/C=C/C(=O)N(CC(C)C)C2CCS(=O)(=O)C2)cc1 (stereo not drawn)
6	0	0.1	-6	0	8	-4	2	-5	1	O=S(=O)(c1cccc(S(=O)(=O)N2CCCC2)c1)c1cccc(S(=O)(=O)N2CCCC2)c1
1	-4	0.0	-12	-4	4	-5	2	3	-1	CCC(C)[C@H](NC(=O)[C@@H]1CSC2c3ccccc3C(=O)N21)C(=O)NC1CCCC1 (stereo partly drawn)
-5	4	-2.5	-7	-77	-206	5	-260	-2	5	O=C(CN1c2cccc3cccc(c23)S1(=O)=O)NCc1ccc(Cl)cc1
2	-6	0.1	1	-4	3	2	-3	2	6	CCOc1ccccc1C(=O)NC1CC2CCCC(C1)N2C1CC1 (stereo not drawn)
-1	-10	-0.6	3	-1	-3	14	-1	-5	-6	CCc1[nH]nc2c1C(c1ccc(Br)s1)C(C#N)=C(N)O2 (stereo not drawn)
5	-2	0.7	0	3	1	-6	7	2	0	CCCc1nc2sc3c(=O)n(N)cnc3c2c2c1CCCC2
2	7	0.5	-16	-2	6	-3	10	1	-1	CCOC(=O)C1CCN(C(=O)c2cccnc2Oc2ccccc2)CC1
1	-3	-0.2	-3	0	1	8	4	0	-1	O=C(CN1C(=O)NC2(CCCC2)C1=O)Nc1ccc(OC(F)(F)F)cc1
4	0	0.0	5	-3	-1	-5	4	-5	5	CCCCCSc1nc2c(cnn2-c2ccccc2)c(=O)[nH]1
4	-2	-0.2	-11	5	7	1	-1	0	-9	O=C(O)c1ccc(OS(=O)(=O)c2cccc(C(F)(F)F)c2)cc1
-9	13	-0.4	-13	1	1	6	-3	3	-5	C/C(=N\Nc1ccccc1[N+](=O)[O-])c1ccccc1O
2	-9	0.6	-8	-2	-1	8	-2	-4	-2	COc1cccc(CN2CCN(Cc3nc(-c4cccc(F)c4F)oc3C)CC2=O)c1
1	-9	-0.3	9	-7	-5	4	-13	-5	-1	O=C(c1ccc(Br)o1)N1CCC(c2nc3ccccc3[nH]2)CC1
-2	-8	0.1	-4	-3	9	8	-5	5	-6	COc1cc(Cl)c(S(=O)(=O)n2cnc(C)c2)cc1Cl
-2	4	-0.2	-2	0	-3	2	-4	5	8	CCOCC(=O)Nc1cc(OC)c(Cl)cc1OC
1	22	-0.3	0	-2	-1	-4	-1	0	8	COc1ccc(/C=N/n2c(=S)n(C)c3ccccc32)cc1OC
-1	-14	-0.4	-3	-2	-5	-12	-5	0	6	COc1cc(OC)cc(C(=O)NCC(C)NC(=O)c2cc(OC)cc(OC)c2)c1 (stereo not drawn)
-1	4	-0.2	7	-3	0	0	-4	-2	7	OC(COc1ccc(CNCCc2ccccc2F)cc1)CN1CCCCC1 (stereo not drawn)
1	-8	0.1	7	2	1	-4	2	7	-2	COc1ccc(NC(=O)c2ccccc2NC(=O)CN2CCCCCC2)cc1
2	10	0.3	-8	0	2	-13	10	4	4	Cc1c(C(=O)O)oc2ccc(S(=O)(=O)NCc3ccccc3)cc12
5	8	-0.1	-1	1	5	8	12	-5	0	c1coc(Cn2nnnc2CN2CCN(C3CCCC3)CC2)c1
-1	-5	-0.6	-17	-2	2	9	0	11	5	CCN(CC)CCNC(=O)c1cc2cc(Br)ccc2s1
-6	5	-0.4	1	-1	2	5	5	14	1	CC(=O)Nc1cccc(C(=O)OCCCOc2ccc(F)cc2)c1
0	-6	-0.1	9	-2	2	-11	-1	4	-5	CC(=O)c1cccc(NC(=O)C(C)OC(=O)CCn2c(C)csc2=O)c1 (stereo not drawn)
-1	12	0.6	6	0	0	17	8	-1	0	O=C1CCN(Cc2ccccc2)CCN1[C@H](COc1ccccc1)c1ccccc1
-4	7	-0.7	-2	-6	2	-10	-11	-2	0	COc1cc(C(=O)OCC(=O)NC2CC2)cc(OC)c1OC
-2	nt	nt	2	-2	-12	nt	1	-4	2	CN1CCN(c2ccc(-c3csc(N4CCC(C(N)=O)CC4)n3)cc2)CC1

Assay outcomes (PubChem)
